Screens (PubChem)
GAA glycogen: qHTS Assay for Inhibitors and Activators of Human alpha-Glucosidase Cleavage of Glycogen. recombinant GAA, glycogen substrate, Amplex Red glucose oxidase fluorescence. Potency, µM (series often up to 76.4 µM), for the others: at the highest dose activity change, negative = inhibition, actives largely listed as inhibitors. 0.38% of 300,000 active. AID 2100, 2009; active = well fitted inhibition curve with a large enough effect; inconclusive = small, poorly fitted or top-dose-only effect, or another doubt; inactive = no such curve, though single readings can be large or run the other way;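 note: 0% = full enzyme reaction and -100% = no-enzyme basal signal; the screen sought inhibitors and activators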
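Recombinant human enzyme (4 nM); glycogen substrate; 37 C, 40 min, pH 5.0. Readout: coupled glucose oxidase/Amplex Red fluorescence.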
* marks the source's active call; other numbers are inactive results; ? = inconclusive; [ ] = dose if it differs, or a comment. Potency is the fitted concentration of half-maximal effect.

cpd	structure	GAA glycogen
1	COc1ccc(C)cc1NC(=O)CSc1ccc(-c2ccco2)nn1	-7.5%[76.3 µM]
2	O=C(Nc1ccc(S(=O)(=O)Nc2ncccn2)cc1)c1ccc(Cl)c([N+](=O)[O-])c1	-1.8%[76.3 µM]
3	CCn1cc(C(=O)NN)c(=O)c2cc(F)c(N3CCOCC3)cc21	?
4	CCOc1ccccc1CNC(=O)C1CCN(C(=O)N2CC(C)Oc3ccc(C)cc32)CC1 (centres undefined)	20.7%[76.3 µM]
5	CC(C)Cc1ccccc1O	2.9%[76.3 µM]
6	Cc1ccc(NC(=O)CSC2=NN3CCCC(=O)N=C3S2)cc1Cl	1.4%
7	O=C(NCC1CCCO1)c1cccc(Oc2ccc([N+](=O)[O-])cc2)c1 (centres undefined)	-4.7%[76.3 µM]
8	Cc1ccc(C(=O)NC(=S)N2CCN(C)CC2)cc1Br	-1.9%[76.3 µM]
9	Cc1cccc(N(CC(=O)NC2CCCCC2)C(=O)CCC(=O)Nc2nccs2)c1	-6.1%
10	O=C(O)CC1c2ccccc2CCN1S(=O)(=O)c1ccc(F)cc1 (centres undefined)	-1.8%
11	CCn1cc(CN2CCN(Cc3ccccc3)C(CCO)C2)c2ccccc21 (centres undefined)	-10.1%[76.3 µM]
12	Cc1ccc(C(NC(=O)NN2CCN(C)CC2)C(Cl)Cl)cc1F (centres undefined)	-1.3%
13	COc1cccc(CN(C)C(=O)c2cc(-c3ccc(OC)c(OC)c3)nc3ccccc23)c1	2.6%[76.3 µM]
14	CC(C)=CCN1CCC(n2nccc2NC(=O)c2ccccc2Cl)CC1	2.1%[76.3 µM]
15	C=C1CCC[C@]2(C)C[C@H]3OC(=O)C(CNCC(OC)OC)[C@H]3CC12 (some centres undefined)	7.3%
16	COCCN1CCN(C(=O)c2ccc3nc(Cc4ccc(OC)c(OC)c4)oc3c2)CC1	-6.0%[76.3 µM]
17	COc1cccc(OC)c1C(=O)Nc1ccc(N2CCN(C(=O)c3ccco3)CC2)cc1	3.9%[76.3 µM]
18	Cc1cc(C)cc(NC(=O)CSc2nc(N)c(NC(=O)c3ccc(Br)o3)c(=O)[nH]2)c1	-4.0%[76.3 µM]
19	CCn1c(SCC(=O)NC2CCCC2)nnc1-c1ccoc1C	0.3%[76.3 µM]
20	CC(=O)Nc1ccc(S(=O)(=O)NC2=NCN(c3cccc([N+](=O)[O-])c3)CN2)cc1	1.6%
21	CC(NC(=O)CN1CCCC1)c1ccccc1 (centres undefined)	12.5%[76.3 µM]
22	COc1ccc(Cn2ccnc2SCC(=O)Nc2ccccc2OC)cc1	6.9%[76.3 µM]
23	c1ccc2[nH]c(CCCc3nc4ccccc4[nH]3)nc2c1	17.8%[76.3 µM]
24	Cc1ccc(C(=O)Nc2ccc3c(c2)OCCO3)cc1	-0.6%[76.3 µM]
25	Cc1ccc(-c2csc3ncn(CC(=O)OC(C)C)c(=O)c23)cc1	-8.4%[76.3 µM]
26	Cc1ccccc1NC(=O)Nc1ccc2c(c1)CCC2	-6.0%[76.3 µM]
27	O=C(c1ccco1)N1CCCC(Nc2ccc3c(c2)OCCO3)C1 (centres undefined)	4.5%[76.3 µM]
28	C[C@@H](NC(=O)c1cc2c([nH]c3ccccc32)c(-c2ccccc2)n1)C(=O)O	5.5%
29	CCc1c(C)nc2c(-c3ccccc3)c(C)[nH]n2c1=O	2.9%[76.3 µM]
30	Cc1ccccc1CN1C(=O)c2ccccc2S1(=O)=O	-10.2%
31	Cc1ccc(NC(=O)CCOc2ccccc2C)cc1C	-8.3%
32	S=C(NCCN(C1CCCCC1)C1CCCC1)Nc1cccc(Cl)c1	1.4%
33	CCOC(=O)C1CCN(C(=O)COc2ccc(S(=O)(=O)N3CCOCC3)cc2C)CC1	8.1%
34	CC(C)c1cccc(C(C)C)c1NC(=O)CNCC(O)c1ccccc1 (centres undefined)	2.4%
35	Cc1cccc(OCC(=O)Nc2ccccc2N2CCN(C)CC2)c1	-10.4%
36	CCN(CC)Cc1c(C(=O)N/N=C/c2cccc(OCc3cccc(Cl)c3)c2)nnn1-c1nonc1N	4.6%[76.3 µM]
37	Cc1ccc(-n2nc3c(c2NC(=O)c2ccc4c(c2)OCO4)CS(=O)(=O)C3)cc1	0.4%[76.3 µM]
38	Cc1ccc(C)c(N(CC(=O)NCc2ccccc2)C(=O)c2csnn2)c1	-0.7%
39	Cc1ccc(NC(=O)Nc2cccnc2)cc1	12.5%[76.3 µM]
40	O=C(CCCn1c(=O)[nH]c2ccsc2c1=O)NC1CCCCC1	2.8%
41	CCOc1ccc(NC(=O)NNC(=O)COc2ccc3ccccc3c2)cc1	0.4%[76.3 µM]
42	CCOc1cccc2sc(=NC(=O)CCS(=O)(=O)c3ccccc3)n(CC)c12	-4.0%[76.3 µM]
43	Cn1c(-c2cccc(Br)c2)cnc1NCc1ccccc1O	17.6%[76.3 µM]
44	CC1Cc2ccccc2N1C(=O)CN1CCN(Cc2ccccc2)CC1 (centres undefined)	1.6%
45	C=Cn1cc[n+](CC(=O)c2ccc(Br)s2)c1	0.3%[76.3 µM]
46	Cc1ccc(C(=O)NCCNc2ncc(C(F)(F)F)cc2Cl)cc1[N+](=O)[O-]	3.4%
47	COc1cc(OC)c(-n2cc(-c3ccc(OC)c(OC)c3)[nH]c2=S)cc1Cl	-6.7%
48	COC(=O)c1cc(-c2cc(OC)ccc2OC)nc2c1c(=O)n(C)c(=O)n2Cc1ccccc1	1.4%
49	Cc1cccc(Cn2c(N3CCN(CCO)CC3)nc3c2c(=O)[nH]c(=O)n3C)c1	-2.5%[76.3 µM]
50	CC(C)C[C@H]1CN=C(Nc2ccccc2)N1CCCC1CCCC1	-2.8%[76.3 µM]
51	Cc1cc(C)cc(NC(=O)C2CC3CCC2C3)c1 (centres undefined)	23.0%[76.3 µM]
52	Cc1ccc(S(=O)(=O)N2CCC(C(=O)N3CCN(c4ccccn4)CC3)CC2)cc1	-0.4%[76.3 µM]
53	Cc1cccc(NC(=O)c2cc(C)nc3ccccc23)c1	-15.2%
54	O=C(c1ccc(OC2CCN(C/C=C/c3ccc(F)cc3)CC2)cc1)N1CCCC1	-4.9%[76.3 µM]
55	COc1cccc(C(=O)NNC(=O)C(=O)Nc2cccc(Cl)c2C)c1	-4.6%
56	O=C(Nc1ccc(Cl)cc1)N1CCN(C(=O)C2CCCO2)CC1 (centres undefined)	-11.8%[76.3 µM]
57	CC(=O)c1cccc(NC(=S)N2CCCC2)c1	-15.0%[76.3 µM]
58	C(=N\Nc1ccccn1)/c1cccnc1	?
59	CC(C)[C@H](NC(=O)N1CCC(Cc2ccccc2)CC1)C(=O)O	8.4%
60	O=C1CCN(Cc2ccc([N+](=O)[O-])cc2)CCN1[C@H](CO)c1ccccc1	-18.3%[76.3 µM]

Additional entries:
cpd	structure	GAA glycogen
61	COc1ccccc1NC(=O)CSc1nnc(CNC(=O)c2cccs2)o1	6.8%[76.3 µM]
62	COc1ccc(C(=O)NCc2nnc(SCC(=O)Nc3cccc(OC)c3)o2)cc1	13.5%[76.3 µM]
63	Cc1ccc(CCN2CC(C(=O)NC(C)C)CC2=O)cc1 (centres undefined)	-8.2%
64	Cc1ccc(NC(=O)CSc2nc3ncc(Cl)cc3[nH]2)c(C)c1	0.3%[76.3 µM]
65	O=C(NC1CCCC1)C1CCN(C(=O)c2ccc(Cl)cc2)CC1	9.9%
66	O=C(NCc1ccccc1Cl)C1CCCN1C(=O)NCc1ccccc1 (centres undefined)	0.2%[76.3 µM]
67	CCOc1ccc(C(C)=O)cc1COc1cccnc1[N+](=O)[O-]	5.9%
68	COc1ccc(OCC(=O)NC(=S)Nc2ccc(S(=O)(=O)Nc3cc(C)on3)cc2)cc1	-3.2%[76.3 µM]
69	CCOC(=O)c1cccc(NC(=O)CSc2nnc(C)n2CC2CCCO2)c1 (centres undefined)	0.5%
70	C/C(=N\NC(=O)c1nnn(-c2nonc2N)c1-c1ccccc1)c1cccnc1	-0.8%[76.3 µM]
71	CCOc1ccccc1NC(=O)c1cccc(NC(=O)C2CCCC2)c1	-2.1%[76.3 µM]
72	COc1ccc(-c2cc(CNS(=O)(=O)c3ccc(NC(C)=O)cc3)on2)cc1	-7.1%[76.3 µM]
73	COc1ccc(N2CCN(C(=O)NC(=O)c3ccccc3)CC2)cc1	-11.7%[76.3 µM]
74	Cc1ccc(-n2ncc3c2CC(C)(C)CC3NC(=O)c2ccncc2)cc1 (centres undefined)	0.1%[76.3 µM]
75	O=C(Nc1ccc2ccccc2c1)c1cc(F)c(F)cc1Cl	-1.6%[76.3 µM]
76	Cc1cccc(N=C2NC(=O)C(CO)(CO)S2)c1	0.1%[76.3 µM]
77	COc1ccc(Cl)cc1S(=O)(=O)NC(C)C(=O)NCc1ccncc1 (centres undefined)	0.1%
78	COC(=O)CSc1nc(COc2ccccc2)nc2ccccc12	1.6%[76.3 µM]
79	Cc1ccc(S(=O)(=O)/N=C(/Nc2cccc(C(=O)O)c2)c2ccccc2)cc1	-16.3%
80	COc1ccc(C(O)(CCC(C)C)C(CN2CCOCC2)c2ccccc2)cc1 (centres undefined)	-6.9%

Part of the list above, with values ahead of the structure.
#	GAA glycogen	SMILES
66	0.2%[76.3 µM]	O=C(NCc1ccccc1Cl)C1CCCN1C(=O)NCc1ccccc1 (centres undefined)
67	5.9%	CCOc1ccc(C(C)=O)cc1COc1cccnc1[N+](=O)[O-]
68	-3.2%[76.3 µM]	COc1ccc(OCC(=O)NC(=S)Nc2ccc(S(=O)(=O)Nc3cc(C)on3)cc2)cc1

Next part.
cpd	structure	GAA glycogen
81	COc1cc2[nH]c3c(=O)n(N)c(=O)[nH]c3c2cc1OC	?
82	COc1ccc([C@@H]2[C@@H]3C(=O)N(C(C)(C)C)C(=O)[C@@H]3[C@]3(C)C(=O)N(c4cccc(F)c4)C(=O)N23)cc1	11.5%[76.3 µM]
83	O=C(Nc1nnc(-c2ccc(F)cc2)s1)c1c(F)cccc1Cl	0.9%[76.3 µM]
84	Nc1nc(SCc2ccc(F)cc2)n[nH]1	16.1%[76.3 µM]
85	COc1ccc(C(=O)Nc2ccc(C(=O)O)cc2NC(=O)c2ccc(OC)cc2)cc1	1.5%
86	FC(F)(F)c1cc(Cl)c2nnc(-c3ccccn3)n2c1	-5.0%
87	COc1ccc(NC(=O)CCNC(=O)c2ccccc2Cl)cc1OC	-13.9%
88	Cc1ccc(C(=O)NCCc2nnc3ccc(SCC(=O)Nc4ccccc4F)nn23)cc1	-3.7%[76.3 µM]
89	COc1ccc(Cn2c(=O)[nH]c3cc(C(=O)N4CCN(c5ccccc5F)CC4)ccc3c2=O)cc1	-0.3%
90	Cc1csc(N2CCN(c3cc4nc(-c5ccncc5)[nH]c4cc3Cl)CC2)n1	-0.2%[76.3 µM]
91	Cc1ccc(S(=O)(=O)N2CCCNCC2)cc1	9.3%
92	CC(Sc1nnc(CC(=O)Nc2ccccc2F)n1C)C(=O)Nc1nccs1 (centres undefined)	-7.9%[76.3 µM]
93	Cn1cc(S(=O)(=O)Nc2ccc(Cl)cc2Cl)c(=O)n(C)c1=O	?
94	CN(CCC#N)C(=O)CSc1nnc(-c2c[nH]c3ccccc23)o1	-4.4%
95	CCOC(CNC(=O)CN1C(=O)COc2ccc(S(=O)(=O)N3CCCC3)cc21)OCC	-1.8%[76.3 µM]
96	CCn1cc(C(=O)O)c(=O)c2cnc(N3CCN(C(=S)NC(=O)c4ccc(OC)cc4)CC3)nc21	2.7%
97	C=C(C)COc1ccc(-c2nc(N)nc(C(F)(F)F)c2-c2ccc(OC)cc2)c(O)c1	-10.7%
98	Cc1ccc(S(=O)Cc2ccc(C(=O)N3CCN(C(=O)c4ccco4)CC3)o2)cc1 (centres undefined)	-0.3%[76.3 µM]
99	CCOc1ccc(CCNC(=O)C2CCCN(S(C)(=O)=O)C2)cc1OCC (centres undefined)	0.5%
100	Cc1c(Cl)cccc1NC(=S)NCc1ccc(F)cc1	0.8%[76.3 µM]

Quoted from above: entries 73 to 75
cpd	structure	GAA glycogen
73	COc1ccc(N2CCN(C(=O)NC(=O)c3ccccc3)CC2)cc1	-11.7%[76.3 µM]
74	Cc1ccc(-n2ncc3c2CC(C)(C)CC3NC(=O)c2ccncc2)cc1 (centres undefined)	0.1%[76.3 µM]
75	O=C(Nc1ccc2ccccc2c1)c1cc(F)c(F)cc1Cl	-1.6%[76.3 µM]

New compounds follow.
cpd	structure	GAA glycogen
101	COc1ccc(NS(=O)(=O)c2ccc(NS(=O)(=O)c3cccc(C(=O)O)c3)cc2)cc1	1.0%
102	COc1ccc(C)cc1NC(=O)CCCN1C(=O)C2CC=CCC2C1=O (centres undefined)	1.0%[76.3 µM]
103	N#CC1(NC(=O)Cn2cc(C(F)(F)F)cc(Cl)c2=O)CCCCC1	-6.0%[76.3 µM]
104	CC(C)(C)c1ccc(CSc2nc(N)cc(=O)[nH]2)cc1	-7.3%
105	Cc1cccc(N2CCN(S(=O)(=O)c3ccc(-c4cc(C)no4)s3)CC2C)c1 (centres undefined)	-6.2%[76.3 µM]
106	CC(=O)NCCC1CCN(C(=O)c2cc(COc3ccc(C)nc3)on2)CC1	-0.8%[76.3 µM]
107	Cc1ccc(C(=O)Nc2ccc(NC(=O)c3ccc(C)o3)cc2)o1	5.8%
108	Cc1ccc(S(=O)(=O)N(C)c2ccccc2C(=O)N2CCOCC2)cc1	-2.1%[76.3 µM]
109	Cc1ccc(C)c(OCCNc2ccc([N+](=O)[O-])cn2)c1	-2.2%
110	CC(=O)Nc1nc(-c2ccc3c(c2)CC(C)N3C(=O)C2CC2)c(C)s1 (centres undefined)	1.4%

This is a subset; the hit share may differ from the screen's.
